Compound activity deposited in PubChem by National Center for Advancing Translational Sciences (NCATS).
LDHA inh: qHTS assay for inhibitors of human lactate dehydrogenase; AID 1347041, 2019; actives 0.15% (n = 480,000); activity change, % (values are at about 110 or 230 µM); L-lactate dehydrogenase A chain (Homo sapiens), P00338; purified LDHA, NADH/diaphorase-resazurin fluorescence; stronger effect = lower value; in the data active means activity change below about -30%; inconclusive means mostly about -25% to -30%;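 further: plate controls were DMSO wells for no effect and wells without enzyme for full effect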
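Remaining NADH was detected by diaphorase (0.133 mg/mL) converting 37 µM resazurin to fluorescent resorufin, read at 0 and 20 minutes. The preceding 5-minute room-temperature reaction used 2 nM LDHA, 0.2 mM sodium pyruvate and 0.06 mM NADH at pH 7.4.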
RXFP1 agonist: qHTS Assay for Agonists of the Relaxin Receptor RXFP1; actives 0.3% (n = 370,000); HEK293T-RXFP1 cAMP TR-FRET, 30 min; response scale: percent of porcine relaxin response, buffer zero; Potency, µM (doses to about 57.5 µM), for inactives: at the highest dose activation, usual class: activators; further: potency means the concentration at half of the fitted maximal effect; on the % scale 0 is the no-effect control and ±100 the full control effect; nearly all actives have a fitted effect of over 60% in size; many of its hits are not listed in these tables
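cAMP rise read by TR-FRET after 30 min, 37C compound exposure (up to 58 uM) in RXFP1-transfected HEK293 cells with Ro 20174 present. EC50 from Hill-equation fits, with 29 nM porcine relaxin as 100% and buffer as basal.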
GRP78 ERSR act: qHTS for Inducers of the Endoplasmic Reticulum Stress Response (ERSR) in Human Glioma: qHTS | U87-MG GRP78 promoter luciferase reporter, 16 h | Potency, µM, inactives show at the top dose activation, most hits filed as activators | actives 0.02% (n = 420,000); further: potency means the concentration at half of the fitted maximal effect; series mostly up to about 76 µM; % of control where 0% means no effect; nearly all actives have a fitted effect of over 35% in size
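ERSR induction read as luciferase luminescence (Bright-Glo, 10 min at room temperature) in stably transfected human U87-MG glioma cells exposed to compounds for 16 h, using GRP78 as sensor.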
PI4K2A block: qHTS for small molecular inhibitors of PI4K2A. purified PI4K2A, ADP-Glo luminescence, 1 h; stronger effect = lower value. AID 1346378, 2018. actives 0.13% (n = 420,000). Phosphatidylinositol 4-kinase type 2-alpha (Homo sapiens), Q9BTU6. activity change, negative = inhibition, % at 76.9 µM; in the data active means activity change below about -50%; inconclusive means mostly about -30% to -49%;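 further: -100% = wells without enzyme as full effect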
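In this quantitative HTS, ADP production by PI4K2A was quantified luminescently after 1 h at ambient temperature; 100 microM adenosine served as plate-quality control.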
Vif-APOBEC3G blk: qHTS for Inhibitors of Vif-A3G Interactions: qHTS | actives 0.076% (n = 410,000) | Potency, µM (doses to about 46.1 µM), without a hit: at the highest dose activity, negative = active, hits mostly inhibitors | AID 602310, 2012 | HeLa A3G-eYFP + Vif (tagged APOBEC3G with the HIV-1 protein that degrades it), YFP fluorescence, overnight;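 further: potency means the concentration at half of the fitted maximal effect; on the % scale 0 is the no-effect control and ±100 the full control effect; nearly all actives have a fitted effect of over 60% in size; hits raise eYFP signal because A3G escapes Vif-driven loss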
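HeLa cells stably expressing Vif and C-terminally eYFP-tagged A3G, seeded overnight at 37 deg C, then exposed to compound by pintool overnight at 37 deg C. Rise in yellow fluorescence (Ex 488/Em 500-530, Acumen) marks blocked Vif-driven A3G degradation.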
TrxR1 substrate: qHTS Assay for Substrates of Mammalian Selenoprotein Thioredoxin Reductase 1 (TrxR1): qHTS; Thioredoxin reductase 1, cytoplasmic (Rattus norvegicus), O89049; purified TrxR1 substrate turnover, NADPH consumption readout; Potency, µM (doses to about 114 µM), without a hit: at the highest dose activity change, negative = substrate turnover; actives 0.01% (n = 390,000); AID 588456, 2011; further: potency means the concentration at half of the fitted maximal effect; on the % scale 0 is the no-effect control and ±100 the full control effect; nearly all actives have a fitted effect of over 50% in size
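Rat TrxR1, dispensed at 90 nM, was prereduced with 400 uM NADPH (final) for 5 min at ~22 deg C, then incubated with compound 15 min before 400 uM selenite. A first-read NADPH fluorescence drop versus no-compound background flagged substrates.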
USP1-UAF1 inh: Inhibitors of USP1/UAF1: Primary Screen; Ubiquitin carboxyl-terminal hydrolase 1 (Homo sapiens), O94782; recombinant USP1/UAF1, Ub-Rhodamine cleavage fluorescence; Potency, µM (titrated, usually from 57.1 µM), inactives show top-dose activity change, negative = inhibition, usual class: inhibitors; actives 0.23% (n = 390,000); AID 743255, 2014; further: potency means the concentration at half of the fitted maximal effect; on the % scale 0 is the no-effect control and ±100 the full control effect; nearly all actives have a fitted effect of over 60% in size; inactives centre near -12
Target sequence (O94782 whole entry, looked up): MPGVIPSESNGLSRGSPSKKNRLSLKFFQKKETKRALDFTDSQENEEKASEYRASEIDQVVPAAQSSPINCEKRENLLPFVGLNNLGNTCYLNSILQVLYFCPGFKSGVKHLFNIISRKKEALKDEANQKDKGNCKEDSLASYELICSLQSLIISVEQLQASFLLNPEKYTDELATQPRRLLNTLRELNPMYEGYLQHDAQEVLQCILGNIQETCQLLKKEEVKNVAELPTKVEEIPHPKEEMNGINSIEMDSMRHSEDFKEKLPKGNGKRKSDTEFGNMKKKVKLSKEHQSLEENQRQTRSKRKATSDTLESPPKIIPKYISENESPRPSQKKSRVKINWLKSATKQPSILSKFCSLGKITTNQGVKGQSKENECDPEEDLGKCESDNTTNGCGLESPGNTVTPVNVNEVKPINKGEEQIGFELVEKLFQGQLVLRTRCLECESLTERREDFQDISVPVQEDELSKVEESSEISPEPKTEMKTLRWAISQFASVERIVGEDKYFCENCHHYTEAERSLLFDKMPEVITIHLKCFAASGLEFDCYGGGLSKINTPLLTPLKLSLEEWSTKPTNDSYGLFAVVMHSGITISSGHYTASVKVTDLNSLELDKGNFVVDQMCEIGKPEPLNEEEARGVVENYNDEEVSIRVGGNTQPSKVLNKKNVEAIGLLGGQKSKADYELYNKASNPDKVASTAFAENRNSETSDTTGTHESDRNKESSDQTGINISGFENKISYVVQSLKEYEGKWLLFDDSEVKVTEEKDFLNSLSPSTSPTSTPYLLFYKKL
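In this screen, compounds sit with the deubiquitinase complex (1nM) for 15 min at room temperature before Ub-Rho is added at 150nM final. Fluorescence rise is then followed for 6 reads every 60 seconds.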
mIDH1 inhibitor: qHTS for Inhibitors of mutant isocitrate dehydrogenase 1 (IDH1): qHTS. Potency, µM (titrated, usually from 76.6 µM), inactives show top-dose activity change, negative = inhibition, hits mostly inhibitors. IDH1-R132H enzyme, NADPH consumption, diaphorase/resazurin fluorescence. actives 0.093% (n = 390,000). Isocitrate dehydrogenase [NADP] cytoplasmic (Homo sapiens), O75874; further: potency means the concentration at half of the fitted maximal effect; on the % scale 0 is the no-effect control and ±100 the full control effect; nearly all actives have a fitted effect of over 65% in size
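IDH1-R132H (0.5 ug/mL) preincubated 30 min with compound, then NADPH (0.016 mM) and alpha-KG (2 mM) added; 80 min at RT, pH 7.5. Remaining NADPH coupled via diaphorase/resazurin to fluorescence (540/590 nm); concentration-response curves normalized to no-enzyme control.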
Vif-APOBEC3F blk: qHTS for Inhibitors of Vif-A3F Interactions: qHTS | HeLa A3F-eYFP + Vif (tagged APOBEC3F with the HIV-1 protein that degrades it), YFP fluorescence increase | Potency, µM (titrated, usually from 46.1 µM), for inactives: at the highest dose activity, negative = active | actives 0.2% (n = 390,000) | AID 602313, 2012; further: potency means the concentration at half of the fitted maximal effect; % of control where 0% means no effect; nearly all actives have a fitted effect of over 65% in size
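HeLa cells stably expressing A3F-eYFP plus Vif, plated and incubated overnight at 37 deg C, then exposed to compounds overnight at 37 deg C. Blocked degradation read as raised yellow fluorescence (Ex 488/Em 500-530).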
Starred values were filed as active, the others as inactive; ? = inconclusive; nt = no result given; & = joins results of further samples; [ ] = dose if it differs, or a comment. Unless noted, the call rests on the fitted dose curve; in most records, active means well fitted curve in the direction sought with a large enough effect; inconclusive means small, poorly fitted or top-dose-only effect, or another doubt; inactive means no such curve, though single readings can be large; an effect the other way counts as inactive or inconclusive. Not all compounds are listed (hit frequency here may not be typical).

SMILES	LDHA inh	RXFP1 agonist	GRP78 ERSR act	PI4K2A block	Vif-APOBEC3G blk	TrxR1 substrate	USP1-UAF1 inh	mIDH1 inhibitor	Vif-APOBEC3F blk
CCn1c(CNC(=O)c2cccs2)nnc1SCC(=O)NCCc1ccccc1	-7	-1.2%	-4%	0	1%	2%	-12%	3%	0%
CCOC(=O)c1ccc(Cl)c(NC(=O)c2ccc(-c3ccccc3)cc2)c1	-7	9.9%	0%	-2	-10%	10%	?	-3%	-2%
CCS(=O)(=O)N1CCC(c2nc3ccccc3[nH]2)CC1	-5	1.2%	-4%	-7	-11%	5%	-25%	22%	-12%
CC1(C)C(C=C(Cl)Cl)C1C(=O)N/N=C/c1ccccc1F (configuration not stated)	1	2.7%	1%	-12	0%	-3%	-22%	1%	1%
O=C(CCC(=O)Nc1ccccc1)N/N=C/c1cccnc1	1	0.1%	-1%	-2	0%	-2%	-6%	7%	3%
CCCNC(=O)C1(C)CCN(Cc2cc(-c3ccccc3)on2)C1 (configuration not stated)	2	nt	1%	3	-1%	nt	nt	nt	nt
Cc1ccc(CNC(=O)CCCCCNC(=O)N2CCn3c2nc2ccccc23)cc1	-1	-2.0%	-5%	-1	-6%	4%	-17%	0%	6%
O=C(NN1C(=O)C2C3C=CC(C3)C2C1=O)c1ccccc1 (configuration not stated)	-3	-1.4%	0%	1	-1%	5%[57.1 µM]	?	-5%	-1%
CN(CCC#N)C(=O)CSc1ncnc2sc(-c3ccccc3)cc12	-13	3.3%	6%	6	0%	-2%	-7%	4%	-3%
CN(CC(=O)Nc1ccccc1Br)C(=O)c1ccc(-c2ccc(Cl)cc2)o1	3	5.4%	-3%	0	-24%	5%	-2%	0%	-16%
O=C(OCc1ccc(O)cc1)c1c(-c2ccsc2)oc2ccc(N3CCOCC3)cc12	-3	19%	-4%	3	1%	-9%	-21%	7%	-6%
CCn1cc(C(=O)NCCc2ccc(OC)c(OC)c2)c(=O)c2cc(S(=O)(=O)N3CCc4ccccc4C3)ccc21	3	0.3%	1%	2	2%	3%	-4%	-5%	0%
CN1CCN(C(=O)/C(=C/c2ccccc2)c2ccccc2)CC1	-12	-0.8%	1%	-5	1%	5%[57.1 µM]	-13%	6%	-13%
COc1cc(NC(=O)COC(=O)[C@@H]2CCCN2S(=O)(=O)c2ccc(Cl)cc2)cc(OC)c1OC	1	7.9%	0%	-4	1%	-5%	-2%	3%	-5%
Cc1cc(CO)nn1-c1ccc([N+](=O)[O-])cc1	-4	-0.1%	2%	-6	-8%	-1%	-3%	-7%	9%
CCOC(=O)c1sc(/N=C/N(C)C)c(C(=O)OCC)c1C	4	1.4%	-3%	3	0%	-3%	-8%	4%	-10%
CC(=O)Nc1ccc(-c2csc(N/N=C\c3ccncc3)n2)cc1	-1	0.0%	-1%	-2	-2%	2%[57.1 µM]	0%	-1%	5%
O=C(Nc1ccc(Br)cc1)c1cccc(OC(=S)N2CCOCC2)c1	-5	-0.3%	5%	2	0%	-9%	-3%	8%	-16%
O=[N+]([O-])c1ccc(Oc2cnc3ccccc3n2)cc1	-6	-6.1%	4%	1	0%	3%[57.1 µM]	-9%	7%	1%
O=C(O)CCN1C(=O)/C(=C\c2cccc(Oc3ccccc3)c2)SC1=S	-17	-0.3%	-10%	6	1%	8%[57.1 µM]	?	-6%	-39%
Cc1ccccc1-c1nc2scc(CCNC(=O)C(=O)Nc3ccc(F)cc3F)n2n1	-2	2.5%	0%	4	-4%	3%[57.1 µM]	-22%	-2%	0%
CCCCC1=CC2=CC(=O)C(C)(OC(=O)CC)C(=O)C2=CN1CCc1ccc(Br)cc1 (configuration not stated)	-3	0.9%	-4%	0	1%	4%	?	12%	1%
COc1cc(NC(=S)NCc2ccco2)c(OC)cc1Cl	-2	-0.9%	-2%	3	-2%	1%	-19%	5%	0%
COc1cc(C(=S)N2CCCCC2)ccc1OCC(=O)Nc1ccc(F)cc1	1	2.8%	3%	-6	-5%	1%	-9%	0%	3%
COC(=O)CCCn1c(-c2ccc(C)cc2)c(C)n2c3c(=O)n(C)c(=O)n(C)c3nc12	2	28%	-4%	-13	-5%	-1%	-30%	9%	4%

Carrying on.
SMILES	LDHA inh	RXFP1 agonist	GRP78 ERSR act	PI4K2A block	Vif-APOBEC3G blk	TrxR1 substrate	USP1-UAF1 inh	mIDH1 inhibitor	Vif-APOBEC3F blk
Cc1nn(C)c(C)c1CCC(=O)N1CCCC(Nc2ccc(C(C)C)cc2)C1 (configuration not stated)	-1	-0.2%	-1%	1	6%	-2%	-33%	-1%	6%
Cn1cnnc1SCC(=O)Nc1ccc(S(N)(=O)=O)cc1	3	-1.6%	-3%	-4	2%	-2%	-18%	-6%	-3%
COc1cccc(C(=O)OCC(=O)NCCC2=CCCCC2)c1	3	nt	-6%	2	1%	-8%[57.1 µM]	-19%	5%	8%
O=C(CCCn1c(=O)c2sccc2n(CC(=O)NCC2CCCO2)c1=O)NCc1ccco1 (configuration not stated)	-10	8.3%	-7%	-3	1%	-14%	-10%	-4%	-7%
CCC(=O)Nc1ccc2c(c1)ncn2-c1ccccc1OC	-5	0.2%	-5%	-6	0%	9%[57.1 µM]	-22%	2%	2%
Cc1cc(N2CCCCCC2)nc(-c2ccccc2O)n1	0	0.3%	0%	-3	-6%	100%[activator]	-27%	6%	nt
COc1ccc(C(=O)C(O)C(c2ccc(C)cc2)N2CCOCC2)cc1OC (configuration not stated)	1	-0.7%	-4%	2	-3%	10%[57.1 µM]	-20%	0%	?
CCOC(=O)C(CSCC(=O)c1ccc(Cl)cc1Cl)NC(=O)OC(C)(C)C (configuration not stated)	-1	-0.6%	-1%	7	0%	3%[57.1 µM]	-16%	16%	1%
CC(C(=O)N1CCc2ccccc21)N1CCN(S(=O)(=O)c2cccc(C(F)(F)F)c2)CC1 (configuration not stated)	-2	-0.8%	0%	4	-1%	-2%	-30%	-11%	-4%
O=C(Nc1ccc(O)cc1)c1cccc(Oc2ccc([N+](=O)[O-])cc2)c1	-4	-1.9%	0%	2	-24%	-21%	-17%	0%	-10%
CC(=O)Nc1cccc(-n2c(=O)n(Cc3ccccc3)c(=O)c3[nH]cnc32)c1	2	0.3%	-1%	0	-15%	2%	-9%	7%	0%
COc1ccccc1C(=O)NCC(=O)N/N=C/c1ccc([N+](=O)[O-])cc1	-7	-1.7%	-2%	2	-7%	-1%	-5%	-12%	1%
COc1ccc(C2(c3ccc(OC)cc3)NC(=O)N(CC(=O)Nc3ccc(OC)c(OC)c3)C2=O)cc1	-4	0.1%	-3%	3	-8%	2%	-8%	0%	1%
CC1CC=C(c2ccccc2)C(=S)N1 (configuration not stated)	0	3.3%	1%	-20	-1%	6%[57.1 µM]	-2%	1%	1%
O=C(c1cc(Cl)cc(Cl)c1)N1CCN(c2cc(C(F)(F)F)nc3ccccc23)CC1	-3	-0.1%	-5%	2	0%	12%	0%	5%	2%
CCc1ccccc1-n1c(N)c(C(=O)OC)c2nc3ccccc3nc21	-1	7.0%	0%	-9	-13%	493%[activator]	-19%	-6%	-3%
COc1ccccc1NC(=O)CCC(=O)c1ccc(-c2ccccc2)cc1	-1	0.1%	-6%	-1	-14%	-5%	-14%	5%	0%
Cc1ccc(CN2C(=O)C(O)(c3c[nH]c4ccccc34)c3cc(Cl)ccc32)cc1 (configuration not stated)	2	1.3%	-10%	-6	-12%	-7%	-31%	1%	0%
CCOC(=O)CNC(=O)CN1C(=O)CCSc2ccccc21	-5	1.7%	-4%	0	4%	8%	-5%	12%	-17%
Cc1cccc(Nc2n[nH]c(C)c2[N+](=O)[O-])c1	1	2.6%	-1%	-8	0%	-7%	-12%	-6%	-16%
O=C(Cn1nnc(-c2ccccc2)n1)Nc1ccccc1N1CCOCC1	-12	1.1%	-2%	-1	0%	9%[57.1 µM]	-2%	-2%	0%
CC1=C(C#N)C(NC(=O)C2CCCCC2)(C(F)(F)F)C(=O)N1 (configuration not stated)	-11&0	0.1%	-4%	-4	1%	-5%	-5%	1%	6%

Looked up by compound from the entries so far:
SMILES	LDHA inh	RXFP1 agonist	GRP78 ERSR act	PI4K2A block	Vif-APOBEC3G blk	TrxR1 substrate	USP1-UAF1 inh	mIDH1 inhibitor	Vif-APOBEC3F blk
CCOC(=O)CNC(=O)CN1C(=O)CCSc2ccccc21	-5	1.7%	-4%	0	4%	8%	-5%	12%	-17%
O=C(NN1C(=O)C2C3C=CC(C3)C2C1=O)c1ccccc1 (configuration not stated)	-3	-1.4%	0%	1	-1%	5%[57.1 µM]	?	-5%	-1%
Cc1ccc(CN2C(=O)C(O)(c3c[nH]c4ccccc34)c3cc(Cl)ccc32)cc1 (configuration not stated)	2	1.3%	-10%	-6	-12%	-7%	-31%	1%	0%
